CASP6 VEID inh – human caspase-6 inhibitors, primary screen, biochemical, VEID-R110 fluorescence, single point, set 2; purified caspase-6, Z-VEID-R110 cleavage fluorescence; inhibition, % at 12.5 µM; actives 0.53% (n = 350,000); AID 686996, 2013;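 active = mean inhibition across replicates at least about 35%, with every replicate also reaching that limit, limit read from the data; inconclusive = only one of the two criteria met; inactive = neither criterion met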;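 also: 0% = median of neutral control wells and 100% = no fluorescence left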
Target sequence (P55212 24-179 limits assumed): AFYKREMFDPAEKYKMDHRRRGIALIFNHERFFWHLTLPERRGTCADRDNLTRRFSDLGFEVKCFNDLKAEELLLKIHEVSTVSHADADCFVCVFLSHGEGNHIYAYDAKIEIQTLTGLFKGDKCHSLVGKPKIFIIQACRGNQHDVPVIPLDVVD
Target sequence (P55212 194-293 limits assumed): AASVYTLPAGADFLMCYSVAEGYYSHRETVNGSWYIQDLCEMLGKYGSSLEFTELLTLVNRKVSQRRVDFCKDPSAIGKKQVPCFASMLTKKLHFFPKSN
miR-122 sensor – miR-122 Renilla sensor signal increase in Huh7, primary screen, miR-122 inhibitor project, cell-based, single point, plate reader | Huh7 miR-122 Renilla luciferase sensor, 48 h; neutral wells = 0, positive control = 100 | activation (reporter increase), % at 12.5 µM | actives 0.3% (n = 340,000);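 active = mean replicate activation score at least 90 and every replicate individually at or above 90; inconclusive = only one of the two criteria met; inactive = neither criterion met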;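 also: higher luciferase means less miR-122 activity so hits act as miR-122 inhibitors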
DENV2 CPE – inhibitors of DENV2 cytopathic effect, primary screen, cell-based, plate reader, single concentration; AID 651640, 2012; DENV2-infected cells, cytopathic effect rescue; CPE inhibition, % at 9.99 µM; actives 1.7% (n = 350,000); in the data active = CPE inhibition above about 20%, passing the limit was not always enough; inconclusive = no clear call, values can overlap the other calls; tested in BHK-21 cells;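 also: 0% = median of neutral control wells and 100% = median of positive control wells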
ERp5 block – inhibitors of ERp5-driven insulin aggregation, primary screen, biochemical, turbidity, absorbance 650 nm, single point | 90 min | inhibition, % at 9.99 µM | actives 0.05% (n = 350,000);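 active = mean replicate inhibition above about 25%, with every replicate also reaching it, limit read from the data, passing the limit was not always enough; inconclusive = only one of those two criteria met; inactive = neither criterion met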
Target sequence (Q15084 whole entry, looked up): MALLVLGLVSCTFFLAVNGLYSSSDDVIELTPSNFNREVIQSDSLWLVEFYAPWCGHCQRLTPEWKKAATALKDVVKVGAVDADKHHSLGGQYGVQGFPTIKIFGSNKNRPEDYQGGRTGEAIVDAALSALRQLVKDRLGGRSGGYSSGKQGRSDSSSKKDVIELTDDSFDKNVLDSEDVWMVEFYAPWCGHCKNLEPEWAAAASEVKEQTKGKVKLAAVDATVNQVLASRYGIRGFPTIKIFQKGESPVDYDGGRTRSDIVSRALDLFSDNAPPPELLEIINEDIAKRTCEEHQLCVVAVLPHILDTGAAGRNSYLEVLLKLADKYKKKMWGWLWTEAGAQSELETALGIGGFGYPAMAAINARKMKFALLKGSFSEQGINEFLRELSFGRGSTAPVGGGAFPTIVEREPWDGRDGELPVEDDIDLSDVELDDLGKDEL
SIRT5 block – SIRT5 desuccinylase inhibitors, primary screen, biochemical, fluorescence imaging, single point, set 5; NAD-dependent protein deacylase sirtuin-5, mitochondrial (Homo sapiens), Q9NXA8; Purified SirT5, succinyl-peptide AMC, trypsin-coupled fluorescence; inhibition, % at 15 µM; actives 1.1% (n = 330,000); in the data active = inhibition above about 15%; inconclusive = no clear call, values can overlap the other calls
Target sequence (Q9NXA8 whole entry, looked up): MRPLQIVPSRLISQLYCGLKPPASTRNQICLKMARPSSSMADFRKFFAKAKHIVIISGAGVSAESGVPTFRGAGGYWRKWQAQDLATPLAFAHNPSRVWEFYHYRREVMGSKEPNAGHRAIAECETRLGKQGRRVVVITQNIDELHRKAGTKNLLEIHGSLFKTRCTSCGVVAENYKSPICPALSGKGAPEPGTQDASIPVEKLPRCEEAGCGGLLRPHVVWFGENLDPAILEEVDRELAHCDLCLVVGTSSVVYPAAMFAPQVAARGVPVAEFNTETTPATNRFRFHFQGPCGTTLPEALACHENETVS
F508del corr – F508del CFTR correction, initial screen, CFBE line, single point; CFBE cells, YFP halide quenching; stimulated with forskolin plus potentiator P3; % fluorescence drop versus neutral controls; activity (quench increase), % at 7.58 µM; actives 0.36% (n = 350,000);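 active = mean added fluorescence quench of at least 8% versus neutral control, with both replicates also reaching 8%; inconclusive = only one of the mean or replicate conditions met; inactive = mean below 8% and not both replicates reaching 8%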;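 also: cells transiently co-express mutant CFTR-F508del with the halide-sensitive YFP; corrector assay measuring rescue of mutant channel to the surface after 24 h compound exposure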
ERAP1 HTS inh – human ERAP1 aminopeptidase inhibitors, primary screen, biochemical, single point, plate reader. Endoplasmic reticulum aminopeptidase 1 (Homo sapiens), Q9NZ08. recombinant ERAP1, Leu-AMC fluorescence, 60 min. inhibition, % at 10.7 µM. actives 0.15% (n = 340,000). AID 652197, 2013;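 active = mean replicate inhibition of at least 30%, or all replicates individually reaching that 30% level; inactive = mean below 30% and not every replicate reaching it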;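 also: 0% = neutral control wells and 100% = L-leucinethiol positive control wells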
An asterisk follows results filed as active; ? = inconclusive; . = not tested or not shown; & = joins results of further samples; [ ] = dose if it differs, or a comment.

CASP6 VEID inh	miR-122 sensor	DENV2 CPE	ERp5 block	SIRT5 block	F508del corr	ERAP1 HTS inh	structure
-1.5	1.8[16.7 µM]	-4.1	0.2	1.8	1.0	0.1	C[C@@H]1CN([C@@H](C)CO)C(=O)c2cc(C#Cc3ccccn3)cnc2O[C@@H]1CN(C)Cc1ccncc1
-1.4	.	-6.6	-2.7	-1.1	-1.4	0.0	CCN(CC)S(=O)(=O)c1cccc(NC(=S)NC(=O)/C=C/c2ccc(S(=O)(=O)N3CCOCC3)cc2)c1
-0.2	.	3.0	0.5	-5.0	1.0	4.2	Cn1c(SCC(=O)NC2CCCCC2)nnc1-c1ccccc1O
-2.9	-2.3	1.1	3.2	-2.1	0.3	-4.9	COC(C(=O)Nc1ccnn1C1CCN(Cc2cnn(C(C)C)c2)CC1)c1ccccc1 (stereo not given)
-0.6	.	3.5	2.0	-4.8	3.0	5.2	CC(CNCc1ccc2c(c1)OCO2)NCc1ccc2c(c1)OCO2 (stereo not given)
-1.0	.	4.2	2.5	0.1	2.0	-4.8	O=C(NC1CCCCC1)/C(=N\O)c1ccccn1
-2.5	12.4[16.7 µM]	-5.0	-0.6	3.1	0.4	-0.4	CCC(=O)N1C[C@@H](C)[C@@H](OC)CN(C)C(=O)c2ccc(NC(=O)c3ccc(F)cc3)cc2OC[C@H]1C
-32.6	-14.3	-4.7	0.9	-3.8	-0.6	0.0	O=C(CCN=C1NS(=O)(=O)c2ccccc21)NCc1ccccc1F
0.6	4.3[16.7 µM]	-6.4	2.1	2.7	-1.2	1.5	Cc1noc(C)c1S(=O)(=O)N(C)C[C@H]1OCCCC[C@H](C)Oc2ccc(N(C)C)cc2C(=O)N([C@H](C)CO)C[C@@H]1C
-1.0&-1.1	1.0	11.8&-1.9	2.8&5.0	-1.2&-2.8	-2.6&-0.9	0.0&1.8	C[C@H](CO)N1C[C@H](C)[C@H](CN(C)C(=O)Nc2ccc3c(c2)OCCO3)OCc2cnnn2CCCC1=O
-0.9	7.9	-2.2	4.8	-6.1	0.2	-0.4	Cc1cccc(-n2c(C)c(-c3ccccc3)[nH]c2=S)c1
0.2	-3.8	5.4	-4.1	-3.1	1.6	0.1	O=C(CCCSc1nc2ccccc2c(=O)[nH]1)c1ccccc1
0.9	.	-0.4	1.7	-4.4	1.0	2.8	COc1ccc2c3c(n(C)c2c1)[C@H](CO)N(Cc1nccs1)CC31CCN(C(=O)CN(C)C)CC1
-2.4	10.8[16.7 µM]	-1.0	11.0	-5.4	2.9	0.6	C[C@@H]1CN([C@@H](C)CO)S(=O)(=O)c2ccc(-c3cncnc3)cc2O[C@H]1CN(C)C
-1.2	4.5[16.7 µM]	0.4	1.3	0.9	0.0	1.5	Cc1ccc(S(=O)(=O)N(C)C[C@@H]2OCCCC[C@H](C)Oc3ccc(NC(=O)Nc4ccccc4)cc3C(=O)N([C@@H](C)CO)C[C@@H]2C)cc1
.	0.9[16.7 µM]	0.9	-0.3	3.7	6.0	.	C[C@@H]1CN([C@@H](C)CO)C(=O)Cc2cc(NS(C)(=O)=O)ccc2O[C@@H]1CN(C)Cc1ccc(C(F)(F)F)cc1
-0.9	2.9	-4.5	0.1	-1.6	-0.1	0.3	CCOC(=O)c1c(NC(=O)COC(=O)c2ccc(NC(=O)CC#N)cc2)sc(C(=O)NC)c1C
-1.1	-13.1	-0.6	3.6	1.3	1.9	-4.2	N#CCc1nn(Cc2ccc(F)cc2)c(=O)c2ccccc12
0.4	.	.	8.1	-2.8	0.0	-2.1	CC(=O)n1cc(Nc2ccc([N+](=O)[O-])cc2)c2ccccc21
1.4	-3.8[16.7 µM]	-4.9	0.6	9.4	3.1	1.3	Cc1noc(C)c1S(=O)(=O)Nc1ccc2c(c1)C(=O)N([C@H](C)CO)C[C@@H](C)[C@H](CN(C)C(=O)NC1CCCCC1)OCCCC[C@@H](C)O2
-1.8	.	-7.9	3.3	-1.5	.	2.4	Cc1cccn2c(CN(C)CCC3CCCCO3)c(C(=O)N3CCCCC3)nc12 (stereo not given)
-4.8&1.8	3.2	-4.3&7.6	-9.3&7.7	-4.5&-3.3	0.4&-2.8	0.5	C[C@@H]1CCCCO[C@H](CN(C)C(=O)Cc2ccccc2)[C@@H](C)CN([C@H](C)CO)C(=O)c2cc(NC(=O)Nc3ccccc3)ccc2O1
0.1	.	9.1	9.6	-5.1	1.4	6.1	CCCC(=O)Nc1ccc2c(c1)OC[C@@H](C)N(Cc1ccccn1)C[C@@H](C)[C@@H](OC)CN(C)C2=O
-5.0	-6.3	-0.3	5.1	-4.0	0.4	-0.5	CCOc1ccc(NC(=O)CN(c2ccc(C)cc2)S(=O)(=O)c2c(C)nn(C)c2C)cc1
-0.5	.	-2.5	-0.6	.	-1.6	.	COc1cccc(C2c3c(oc4ccc(F)cc4c3=O)C(=O)N2CCCN2CCOCC2)c1 (stereo not given)

The final 5 records of the part above open the next one.
CASP6 VEID inh	miR-122 sensor	DENV2 CPE	ERp5 block	SIRT5 block	F508del corr	ERAP1 HTS inh	structure
-1.8	.	-7.9	3.3	-1.5	.	2.4	Cc1cccn2c(CN(C)CCC3CCCCO3)c(C(=O)N3CCCCC3)nc12 (stereo not given)
-4.8&1.8	3.2	-4.3&7.6	-9.3&7.7	-4.5&-3.3	0.4&-2.8	0.5	C[C@@H]1CCCCO[C@H](CN(C)C(=O)Cc2ccccc2)[C@@H](C)CN([C@H](C)CO)C(=O)c2cc(NC(=O)Nc3ccccc3)ccc2O1
0.1	.	9.1	9.6	-5.1	1.4	6.1	CCCC(=O)Nc1ccc2c(c1)OC[C@@H](C)N(Cc1ccccn1)C[C@@H](C)[C@@H](OC)CN(C)C2=O
-5.0	-6.3	-0.3	5.1	-4.0	0.4	-0.5	CCOc1ccc(NC(=O)CN(c2ccc(C)cc2)S(=O)(=O)c2c(C)nn(C)c2C)cc1
-0.5	.	-2.5	-0.6	.	-1.6	.	COc1cccc(C2c3c(oc4ccc(F)cc4c3=O)C(=O)N2CCCN2CCOCC2)c1 (stereo not given)
-3.2	3.8[16.7 µM]	13.7	-6.2	0.8	0.7	1.1	CNC[C@H]1Oc2ccc(NS(C)(=O)=O)cc2C(=O)N([C@H](C)CO)C[C@@H]1C
-3.3	-10.3[16.7 µM]	15.3	-1.8	-3.0	-1.4	1.5	CNC[C@@H]1Oc2ccc(NS(=O)(=O)c3ccc(F)cc3)cc2C(=O)N([C@@H](C)CO)C[C@H]1C
3.7	-9.3	-5.5	?	-1.8	-3.6	-1.2	COc1cc(S(=O)(=O)N2CCN(C(=O)C3CC3)CC2)ccc1NC(C)=O
0.8	-1.7	4.2	2.7	-1.9	0.5	-4.1	COc1ccc(N(C(=O)c2cnccn2)C(C(=O)NC2CCCCC2)c2ccc(O)cc2)cc1 (stereo not given)
2.5	-0.8	5.0	9.0	2.2	0.4	-1.3	CN(C)c1ccc(-c2nnn(CC(=O)Nc3ccccc3N3CCOCC3)n2)cc1
-0.6	.	-5.8	-1.0	-0.8	1.2	0.4	COCCOC(=O)N1C(=O)[C@@]2(c3cc(C#CC4(O)CCCCCC4)ccc31)[C@H](C(=O)N1CCN(c3ncccn3)CC1)[C@H]1C(=O)O[C@H](c3ccccc3)[C@H](c3ccccc3)N1[C@@H]2c1ccccc1OCCO
3.7	-6.6[16.7 µM]	-5.7	-5.1	-5.5	2.5	-2.0	N#Cc1ccc(-c2ccc3c(c2)[C@H]2[C@H](CCN2C(=O)CN2CCOCC2)[C@@H](CO)N3)cc1
0.7	3.7	-3.4	-2.6	-1.6	-0.7	1.1	C=CCn1c(=NC(=O)c2cccs2)sc2cccc(OC)c21
-1.8	2.1	15.4	-2.3	.	1.5	-3.3	N#Cc1cccc(NC(=O)c2cc(C3CCCCN3C(=O)c3ccccc3)on2)c1 (stereo not given)
-4.1	.	-4.1	-4.2	-0.6	1.0	0.3	CCOC(=O)C1=C(O)C(=O)N(CCCn2ccnc2)C1c1ccc(C)cc1 (stereo not given)
-3.2	.	9.0	6.7	-1.4	-0.1	-0.1	COC(=O)N(C)C[C@@H]1OCc2ccccc2-c2ccccc2C(=O)N([C@H](C)CO)C[C@@H]1C
-49.0	.	-3.6	1.4	-2.1	-4.1	-3.1	Cc1ccc([N+](=O)[O-])cc1S(=O)(=O)N1CCCN(C)CC1
-0.2	.	-2.2	-1.3	.	0.3	-1.3	COC(=O)c1ccc(COc2ccc(/C=N/N3CCN(C)CC3)cc2)cc1
1.9	.	0.6	2.0	-4.4	-1.7	-4.9	O=C(Nc1cccc(C(F)(F)F)c1)C1CCCO1 (stereo not given)
-2.1	-2.9	0.5	2.5	-7.9	0.0	1.9	Cc1c(C(=O)N2CCOCC2)c(S(=O)(=O)N2CCN(c3ccc(Cl)cc3)CC2)c(C)n1C
3.9	-2.7	6.5	8.1	0.7	.	-1.0	O=C(Cc1nnc(NC(=O)Nc2ccc(F)cc2)s1)NCc1ccccc1
0.5	-1.6[16.7 µM]	8.3	2.9	1.4	2.2	-1.9	C[C@H](CO)N1C[C@H](C)[C@@H](CN(C)S(=O)(=O)c2ccccc2)OCCCC[C@H](C)Oc2ccc(N(C)C)cc2C1=O
3.1	.	3.8	2.0	-2.7	1.7	1.4	O=C1CC(N2CCN(Cc3ccccc3)CC2)C(=O)N1 (stereo not given)
0.1	-0.6[16.7 µM]	3.6	3.6	3.4	2.3	-2.5	C[C@H]1CN([C@@H](C)CO)C(=O)c2cc(NC(=O)Cc3ccccc3)ccc2O[C@@H]1CN(C)C(=O)Nc1ccc2c(c1)OCO2
-9.9	.	-1.5	0.4	0.0	0.3	-1.3	CCc1ccc(C2c3[nH]c4ccccc4c3CCN2C(=O)CN2CCN(CC)CC2)cc1 (stereo not given)
0.6	-3.9	4.8	3.7	-4.7	-1.4	5.4	COc1ccc(/C=C2/SC(=O)N(CC(=O)NCCC(C)C)C2=O)cc1OC
-1.0	-1.1[16.7 µM]	-7.1	-0.8	-0.4	-2.6	-1.3	COCC#Cc1ccc2c(c1)O[C@@H](CN(C)S(C)(=O)=O)[C@H](C)CN([C@H](C)CO)S2(=O)=O
-1.2	.	3.6	0.6	.	-3.2	.	Cc1cc(C(=O)Nc2ccccc2C#N)n(-c2ccccc2)n1
-0.4	-11.2	-6.0	3.1	.	6.2	-0.8	C[C@]12CC[C@H](O)CC1=CCC1C2CC[C@@]2(C)C1CCC21OCCO1 (stereo not given in full)
1.9	14.3[16.7 µM]	5.0	0.0	1.0	2.7	-1.6	CCCNC(=O)N1[C@H](CNC(C)=O)[C@@H](c2ccc(-c3ccccc3)cc2)[C@@H]1CO
-1.3	-1.6	4.3	-1.4	-0.9	1.5	5.2	COc1ccc2cc(CCNC(=O)c3ccc4c(c3)OCO4)c(=O)[nH]c2c1
1.3	-5.1	5.1	0.1	-1.4	0.4	3.2	COc1ccc(COC(=O)C2=C(C)NC(=O)NC2c2cc(Br)c(O)c(OC)c2)cc1 (stereo not given)

Compound activity from PubChem BioAssay.
